# Hep lipid drop – hepatic lipid droplet formation modulation | AML12 mouse hepatocytes, oleate lipid droplets, BODIPY imaging | 240,000 tested, 0.4% active | AID 1656 | inhibition, % at 6.5 µM;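 active means lipid droplet intensity inhibited by at least 50%, with more than 500 cells counted; inconclusive means wells with under 300 cells, treated as cytotoxic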
#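 Material – AML12 mouse liver cells · Also added – oleate loading, 100 µM · Compound dosing – 6.5 µM single-point dosing · Times – overnight treatment with compound plus oleate · Measured by – fluorescence imaging, 20x objective, two fields per well · Read-out – percent inhibition of filter-corrected integrated lipid droplet intensity per well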
# AID2073 – disruptors of CaV2.2 binding to Mint1 – biochemical, HTRF (AID 2073) | HTRF protein-protein interaction, Mint1-CaV2.2; higher % means a stronger effect | 290,000 tested, 0.19% active | inhibition, % at 20 µM; hits with a dose series show IC50 in µM; in the data active means inhibition mostly above about 51%, no sharp cut-off; inconclusive means no clear call, values can overlap the other calls; inactive means mostly below about 53%; further: some results filed as inactive read as strong as hits
# LYP phosphatase – PTPN22 lymphoid phosphatase activity blockers – biochemical, fluorescence intensity, uHTS (AID 1779). recombinant LYP phosphatase, fluorescence intensity; higher % means a stronger effect. inhibition, % at 11.5 µM; hits with a dose series show IC50 in µM. 290,000 tested, 0.054% active;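 further: plate controls were vehicle with enzyme for no effect and no enzyme for full effect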
# P. falciparum M1AAP – P. falciparum M1AAP inhibitors, biochemical, fluorogenic H-Leu-NHMec substrate, 1536-well (AID 1445). 220,000 tested, 0.42% active. recombinant M1AAP, H-Leu-NHMec fluorogenic kinetic assay; higher % means a stronger effect. one-dose inhibition, % at 30 µM; IC50 in µM for titrated hits;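 active means primary inhibition above the hit cutoff, then over 50% inhibition at one or more dose response concentrations, cut at about 23% in these data, passing the limit was not always enough; inconclusive means conflicting primary data, or primary hits not chosen for dose response; inactive means low primary inhibition, or under 50% at every dose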;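 further: plate controls were DMSO full reaction for no effect and no enzyme background for full effect; strong numbers were not always called active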
# Siah-1 displacement – blockers of Siah-1 interaction with plectin peptide – biochemical, fluorescence polarization, rhodamine-plectin, uHTS, primary screen (AID 1817); displacement, % at 20 µM; hits with a dose series show IC50 in µM; 290,000 tested, 0.02% active; Siah-1 / rhodamine-plectin peptide fluorescence polarization; higher % means a stronger effect;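 active means displacement of at least 50% at 20 µM, with a fluorescence ratio check between 0.3 and a set limit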;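 further: plate controls were Siah plus tracer with DMSO for no effect and tracer alone without Siah for full effect; strong numbers were not always called active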
# M17LAP inhibition – P. falciparum M17LAP inhibitors, primary screen, biochemical, fluorogenic H-Leu-NHMec substrate, 1536-well (AID 1619); 220,000 tested, 0.38% active; one-dose inhibition, % at 30 µM; IC50 in µM for titrated hits; recombinant M17LAP, H-Leu-NHMec fluorogenic kinetic assay; higher % means a stronger effect;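 active means compound inhibiting the enzyme by more than half at any dose during confirmatory dose-response retesting; inconclusive means strong single-dose inhibitors picked by rank but not retested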;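 further: plate controls were full reaction with DMSO carrier for no effect and no enzyme background for full effect; strong numbers were not always called active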
# XIAP antagonists – XIAP antagonists, biochemical, IAP family, fluorescence polarization (AID 1018) | XIAP BIR domain, fluorescence polarization peptide displacement; higher % means a stronger effect | one-dose displacement, % at 20 µM; IC50 in µM for titrated hits | 200,000 tested, 0.007% active; in the data active means displacement above about 50%; further: a part of the inactive calls stands beside numbers as strong as those of hits
# NOD2 inhibition – NOD2 signaling inhibitors, cell-based, luminescence, uHTS, HEK293 (AID 1566); HEK293 NOD2/NF-kB luciferase reporter, luminescence; higher % means a stronger effect; 290,000 tested, 0.63% active; inhibition, % at 4 µM; hits with a dose series show EC50 in µM; further: many of its hits are not listed in these tables
# ER stress rescue – rescue of cells from ER stress-induced death, primary screen, 384-well, CSM14.1, thapsigargin, ATP luminescence (AID 1222); 190,000 tested, under 10 active; CSM14.1 thapsigargin-induced death rescue, ATP luminescence; higher % means a stronger effect; cellular ATP content (survival), % at 20 µM; hits with a dose series show EC50 in µM;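 active means EC50 below 50 µM in the dose-response confirmation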;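 further: death triggered by thapsigargin at about 15 µM added after 2 h compound pretreatment; cell ATP read after overnight thapsigargin exposure of roughly 18 to 22 hours; normalized against plate controls of thapsigargin alone and 5% DMSO vehicle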
# Hep lipid drop cells 6.5 µM – second read-out of Hep lipid drop, no call of its own (marks repeat the call); cell count; measured here: cell count, cytotoxicity flag;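 cells counted across two imaged fields per well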
# * hit, by the source's call; ? = inconclusive; . = no result given. Unless noted, no stated cut-off is given here; in the data, active means inhibition above about 50%; inactive means the rest. This is a subset; count on the stated rates, not on these rows.
SMILES,Hep lipid drop,Hep lipid drop cells 6.5 µM,AID2073,LYP phosphatase,P. falciparum M1AAP,Siah-1 displacement,M17LAP inhibition,XIAP antagonists,NOD2 inhibition,ER stress rescue
Cc1ccc(-c2cc(C(=O)NC3=NCCS3)c3cc(Br)ccc3n2)o1,107*,559*,11%,-1%,14%,-4%,6%,-8.2%,-15%,0.0%
Fc1ccc(-c2nnc(-c3ccc(F)cc3)o2)cc1,0,739,-1%,-14%,.,-2%,.,.,-25%,.
COc1ccc(CNC(=O)COc2cc3c(c4oc(=O)cc(C)c24)CCC(C)(C)O3)cc1OC,-1,860,8%,-13%,.,-6%,.,.,26%,.
COc1ccc(NS(=O)(=O)c2cccc(C(=O)NNC(=O)c3cccn3C)c2)cc1,3,867,24µM*,-9%,.,18%,.,.,13%,.
Cc1cccc(C)c1NC(=O)CSc1nnc(-c2cnccn2)n1C,-10,683,7%,-5%,.,-4%,.,.,-5%,.
COc1ccc(NC(=S)N2CCC(C(=O)c3ccc(C)cc3)CC2)c(OC)c1,-7,737,-6%,-4%,2%,1%,-4%,-8.2%,-11%,1.2%
CN(Cc1ccccc1)c1ccc(C(CC(N)=O)NC(=O)Cc2ccc(Br)cc2)cc1[N+](=O)[O-] (stereo unspecified),12,710,-7%,-6%,0%,-2%,-4%,.,-7%,.
CC(C)NC(=S)NN=C1c2ccccc2-c2ccccc21,-2,671,3%,-2%,-3%,3%,-7%,-4.9%,4%,1.9%
CCCn1cnc2cc(NC(=O)c3cccs3)ccc21,-3,716,6%,-5%,4%,18%,13%,-5.3%,-35%,-1.8%
COc1cc(/C=N/Nc2ncc(C(F)(F)F)cc2Cl)cc(OC)c1OC,-6,555,7%,4%,7%,3%,11%,-1.8%,4%,-1.8%
COc1ccc(CSc2nnnn2-c2ccccc2)cc1,-2,778,14%,-5%,1%,-4%,2%,-3.4%,10%,0.1%
CCCNC(=S)N1CCC(NC(=O)Nc2ccc(C)cc2)CC1,-6,699,-10%,-4%,.,4%,.,-4.3%,2%,-0.5%
CC1(C)CC(=O)C2=C(C1)N=C1SCCC(=O)N1C2c1cccc([N+](=O)[O-])c1 (stereo unspecified),4,705,2%,-7%,18%,-3%,11%,-13%,17%,0.4%
O=C(O)c1cc([N+](=O)[O-])cc([N+](=O)[O-])c1N1CCN(c2cccc(C(F)(F)F)c2)CC1,-5,861,3%,-4%,.,-2%,.,.,17%,.
O=C(Cc1ccc(-n2cccc2)cc1)NC1CCCCC1,.,.,-1%,3%,0%,1%,-1%,-6.1%,2%,-1.1%
COc1ccc(C2CC(c3ccc(Cl)cc3Cl)n3nc(N)nc3N2)cc1 (stereo unspecified),-12,736,-9%,-8%,3%,0%,-2%,-3.4%,7%,-2.2%
CN(/C(=N\S(=O)(=O)c1ccccc1)c1ccccc1)c1ccc(O)cc1,15,740,?,-4%,4%,-11%,19%,-2.8%,-10%,1.2%
CCc1ccc(NC(=O)c2sc3nc4n(c(=O)c3c2C)CCC4)cc1,6,761,10%,-5%,.,0%,.,.,-16%,.
CCOC(=O)N1CCN(C(=O)C2CCN(S(=O)(=O)c3c(C)cc(C)cc3C)CC2)CC1,-2,824,0%,-9%,4%,-1%,-6%,-1.4%,-3%,-0.3%
O=C(CSc1nc2ncc(Br)cc2[nH]1)Nc1ccc2c(c1)OCO2,.,.,32%,-2%,12%,-2%,2%,-2.8%,-9%,2.7%
CCSc1nc2c(cnn2-c2ccc(C)cc2)c(=O)[nH]1,32,699,36%,-5%,6%,10%,-2%,-2.3%,9%,.
S=c1[nH]c2ccccc2n1CCOc1ccccc1,2,812,-21%,-5%,.,19%,.,.,16%,.
Nc1[nH]c(=S)[nH]c(=O)c1-c1ccccc1,2,695,-15%,-1%,12%,3%,4%,-5.7%,0%,0.9%
O=C1c2ccccc2C(=O)N1CCc1nn[nH]n1,-7,678,-3%,-3%,-12%,-2%,-3%,-6.8%,-2%,4.1%
CC(C)(C)NC(=O)C(OC(=O)c1ccco1)c1ccccc1F (stereo unspecified),10,801,9%,-2%,.,3%,.,.,8%,.

# Reprinted from the part before: 2 compounds, followed by the next part.
SMILES,Hep lipid drop,Hep lipid drop cells 6.5 µM,AID2073,LYP phosphatase,P. falciparum M1AAP,Siah-1 displacement,M17LAP inhibition,XIAP antagonists,NOD2 inhibition,ER stress rescue
O=C1c2ccccc2C(=O)N1CCc1nn[nH]n1,-7,678,-3%,-3%,-12%,-2%,-3%,-6.8%,-2%,4.1%
CC(C)(C)NC(=O)C(OC(=O)c1ccco1)c1ccccc1F (stereo unspecified),10,801,9%,-2%,.,3%,.,.,8%,.
O=C(COc1ccc(S(=O)(=O)N2CCOCC2)cc1)Nc1cccc([N+](=O)[O-])c1,-3,839,-1%,-7%,.,-6%,.,.,8%,.
Cn1nccc1NC(=O)c1nccnc1C(=O)O,-9,726,4%,4%,12%,7%,3%,.,6%,.
O=C(OCC1OC(n2ccc(=O)[nH]c2=O)C(Cl)C1O)c1ccccc1 (stereo unspecified),-14,833,-2%,-2%,.,2%,.,.,4%,.
COCCCNc1nc2ccccc2nc1NS(=O)(=O)c1cccc(Cl)c1,19,734,13%,-4%,.,1%,.,.,0%,.
CC(C)(CN1CCCC1)NS(=O)(=O)c1ccc(Cl)cc1,-1,842,14%,-6%,.,-5%,.,.,2%,.
O=C(Cn1cc(S(=O)(=O)Cc2ccccc2)c2ccccc21)N1CCOCC1,8,669,-20%,-8%,.,2%,.,.,14%,.
CCS(=O)(=O)c1nc(S(=O)(=O)c2ccc(Cl)cc2)c(N2CCC(O)CC2)s1,-13,686,12%,-7%,.,-6%,.,.,14%,.
CCOC(=O)c1[nH]c(C)c(/C(O)=C2\C(=O)C(=O)N(CCN(C)C)C2c2ccc(C)o2)c1C (stereo unspecified),.,.,7%,-3%,6%,-1%,13%,-7.2%,3%,0.2%
O=C1CC(c2ccccc2)CC2=C1CN(C1CCCCC1)CN2 (stereo unspecified),-3,805,-5%,-1%,13%,3%,-5%,-7.1%,-7%,0.4%
COc1ccc(/C=N/NC(=O)COc2cccc3ccccc23)c(C(=O)O)c1OC,3,669,0%,-6%,-2%,-3%,4%,-12%,-11%,-3.6%
COC(=O)c1ccc2c(=O)n(Cc3ccc(C(=O)NCCCN4CCC(C)CC4)cc3)c(=S)[nH]c2c1,-12,663,1%,-6%,5%,2%,-2%,-11%,14%,-2.8%
CCCCC(=O)NNC(=O)c1c(O)c2ccccc2[nH]c1=O,19,775,-15%,-7%,5%,-12%,-2%,.,26%,.
CC(C)(C)NS(=O)(=O)c1ccc(CCC(=O)N2CCCCC2)cc1,-16,742,-7%,-4%,-6%,1%,0%,-3.5%,8%,-1.5%
CC(C)[C@@H](C(=O)NCC1CCCO1)N1C(=O)N2CCc3c([nH]c4ccccc34)[C@@]2(C)C1=O (stereo partly specified),.,.,11%,-9%,.,0%,.,.,7%,.
Cc1ccc(S(=O)(=O)Nc2nc(C)c(C(=O)NNS(=O)(=O)c3cc(C)ccc3C)s2)cc1,14,705,9%,-7%,.,5%,.,.,-2%,.
Cc1ccc(Cn2cc(S(=O)(=O)c3ccc(C(C)C)cc3)c(=O)c3cc4c(cc32)OCO4)cc1,-18,627,24%,5%,0%,2%,0%,-13%,-14%,5.8%
COCCn1c(=O)[nH]c2cc(C(=O)N3CCN(c4ccccc4)CC3)ccc2c1=O,-3,712,4%,-6%,.,2%,.,.,8%,.
CC(CNC(=O)CN1C(=O)CCSc2ccccc21)c1ccccc1 (stereo unspecified),11,668,15%,-5%,.,0%,.,.,2%,.
CC(=O)c1cccc(NC(=S)N2CCN(S(C)(=O)=O)CC2)c1,18,649,-20%,-2%,.,3%,.,.,0%,.
COc1cc(CNC(C)C)ccc1OCC(=O)Nc1cccc2ccccc12,-20,641,1%,-9%,.,-12%,.,.,3%,.
CCN(CC)c1ccc(C(=O)NNC(=O)CCc2nc3ccccc3c(=O)[nH]2)cc1,1,905,14%,-8%,.,-5%,.,.,10%,.
CCOC(=O)NC(=O)c1cn(-c2ccc(OC)cc2)c(=O)[nH]c1=O,.,.,12%,-8%,.,6%,.,.,4%,.
Cc1ccc(-c2n[nH]c(=S)nc2-c2ccc(C)cc2)cc1,-25,807,-12%,1%,.,-2%,.,.,33%,.
COc1ccc(N(CC(C)C)S(=O)(=O)c2nnc(NC(=O)c3ccco3)s2)cc1,-4,681,6%,-7%,.,-6%,.,.,19%,.
Cc1ccc(COC(=O)c2nn(-c3ccccc3)nc2N)cc1,-2,628,7%,-5%,2%,2%,7%,-2.5%,-18%,-0.9%

# (cont.)
SMILES,Hep lipid drop,Hep lipid drop cells 6.5 µM,AID2073,LYP phosphatase,P. falciparum M1AAP,Siah-1 displacement,M17LAP inhibition,XIAP antagonists,NOD2 inhibition,ER stress rescue
COc1ccccc1-c1cc2nc(C)c(CCC(=O)NCc3ccco3)c(C)n2n1,-13,553,6%,-1%,11%,2%,9%,-3.5%,6%,-2.0%
COc1ccccc1CCNC(=O)c1ccc(C)o1,10,774,-9%,-5%,3%,-2%,3%,-2.6%,14%,-2.7%
COc1ccc(C2CC(c3ccccc3)=NN2C(=O)COC(=O)c2cc(S(=O)(=O)N3CCOCC3)ccc2F)cc1 (stereo unspecified),23,679,46%,1%,0%,2%,10%,-0.4%,2%,-2.1%
N#Cc1cnc(SCC(=O)c2ccccc2)nc1N,22,680,-11%,-3%,13%,-3%,9%,-6.0%,15%,.
c1coc(-c2nnc3sc(Cc4cccs4)nn23)c1,-2,675,4%,-1%,?,19%,45%,-5.1%,5%,2.1%
C/C(=N/NC(=O)c1ccc(Cl)cc1Cl)c1cccnc1,.,.,12%,-9%,.,12%,.,.,-4%,.
Cc1ccc(-c2nn(C)c(=O)c3ccccc23)cc1CNC(=O)NC1CCCCC1,-2,756,5%,-4%,5%,0%,2%,.,-3%,.
CCc1ccccc1NC(=O)CCS(=O)(=O)c1ccc(Br)cc1,.,.,6%,1%,.,30%,.,.,-3%,.
CC(C)(C)NS(=O)(=O)c1ccc(Oc2ncc(C(F)(F)F)cc2Cl)cc1,-1,717,-8%,1%,7%,2%,6%,2.6%,6%,-2.9%
Cc1nn(CCCC(=O)NC(C)c2ccccc2)c(=O)c2nn(-c3ccccc3)c(C)c12 (stereo unspecified),2,708,4%,-8%,.,-5%,.,.,10%,.
CCCc1cc(C(N)=O)c(NC(C)=O)s1,0,752,-8%,-2%,12%,3%,9%,-2.9%,-8%,1.6%
COc1cc(NC(=S)NCC2CCCO2)c(OC)cc1Cl (stereo unspecified),.,.,19%,-6%,-4%,0%,-1%,-5.6%,5%,-0.4%

# Screening data as filed in PubChem BioAssay.
